# Source: PubChem BioAssay
# Hsp90 Hop PPI: changes Hsp90-Hop TPR2A binding signal, up or down; AlphaScreen TPR2A-His6 binding biotin-Hsp90 C-terminal peptide; Potency, µM (titrated, usually from 57 µM), inactives show at the highest dose activity change, negative = inhibition; hit rate 0.44% among 71,000; active = well fitted curve in either direction with a large enough effect; inconclusive = small, poorly fitted or top-dose-only effect, or another doubt; also: potency is read from the fitted curve at half-maximal effect; % is scaled to controls: 0 for no effect and ±100 for the full control effect; many of its hits are not listed in these tables
# ERK AVP block: vasopressin-driven ERK pathway inhibition; Potency, µM (titrated, usually from 57.5 µM), for inactives: top-dose activity, negative = inhibition, usual class: inhibitors; HEK293-V1b, vasopressin-stimulated pERK AlphaScreen; AID 995; hit rate 0.99% among 72,000; also: potency is read from the fitted curve at half-maximal effect; % is scaled to controls: 0 for no effect and ±100 for the full control effect; nearly all actives have a fitted effect of over 55% in size
#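 Phosphorylated ERK1/2 detected via AlphaScreen bead proximity in lysates of V1b-expressing HEK293 cells given 25 nM vasopressin for 5 min after 30 min compound exposure (37 °C). AC50 from Hill equation; basal DMSO 0%, vasopressin 100%.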
# Rhodamine autofl: compound autofluorescence in rhodamine spectral region | hit rate 0.05% among 59,000 | max dye-equivalent concentration, M | Rhodamine-region fluorescence, 547/598 nm, Tris buffer; stronger effect = higher value | AID 594; in the data active = max dye-equivalent concentration above about 11 nM; inconclusive = between about 1.1 nM and that limit
#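 Read-out is relative fluorescence at 547 nm excitation and 598 nm emission, expressed as dye-equivalent concentration using rhodamine standards on every plate. Each compound was profiled across a concentration series after 15 min in 100 mM Tris, pH 8.0.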
# HBB splice mod: hemoglobin beta splicing modulation | HBB splicing reporter cell assay, activation; EGFP reporter with mutant IVS2-654 intron; response scale: normalised to 500 nM splice-correcting PNA | Potency, µM (titrated, usually from 46.1 µM), for inactives: at the highest dose activation, most hits filed as activators | hit rate 0.06% among 65,000 | AID 925; also: potency is read from the fitted curve at half-maximal effect; 0% is about no effect
#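 Compounds were applied for 2 days to HeLa EGFP-654 cells, 500/well in Optimem with 2% FCS. The reporter's EGFP is disrupted by mis-splicing of beta-globin intron IVS2-654. Readout: summed well GFP fluorescence from 488 nm laser scanning; reference was 500 nM antisense […] 654 PNA.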
# ALOX15 inhib: 15-hLO (ALOX15) enzyme inhibition; purified 15hLO-1, xylenol orange hydroperoxide absorbance; Potency, µM (doses to about 57.1 µM), inactives show top-dose activity change, negative = inhibition, hits mostly inhibitors; hit rate 1.4% among 74,000; AID 887; also: potency is read from the fitted curve at half-maximal effect; % is scaled to controls: 0 for no effect and ±100 for the full control effect; nearly all actives have a fitted effect of over 55% in size
#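 Compounds were preincubated 15 min at room temperature with 40 nM purified human enzyme (25 mM Hepes pH 7.5, 0.01% Triton X-100); 50 uM arachidonic acid reacted 6 min. Fe-xylenol orange detection, 30 min, absorbance ratio 573/405 nm.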
# HADH2 inh: blocks human hydroxyacyl-CoA dehydrogenase type II; Potency, µM (titrated, usually from 57.1 µM), without a hit: at the highest dose activity change, negative = inhibition, usual class: inhibitors; hit rate 3.4% among 73,000; AID 886; recombinant HADH2, NADH fluorescence, beta-hydroxybutyryl-CoA; also: potency is read from the fitted curve at half-maximal effect; % is scaled to controls: 0 for no effect and ±100 for the full control effect; nearly all actives have a fitted effect of over 60% in size; many of its hits are not listed in these tables
# Target sequence (Q99714 whole entry, looked up, one chain of several): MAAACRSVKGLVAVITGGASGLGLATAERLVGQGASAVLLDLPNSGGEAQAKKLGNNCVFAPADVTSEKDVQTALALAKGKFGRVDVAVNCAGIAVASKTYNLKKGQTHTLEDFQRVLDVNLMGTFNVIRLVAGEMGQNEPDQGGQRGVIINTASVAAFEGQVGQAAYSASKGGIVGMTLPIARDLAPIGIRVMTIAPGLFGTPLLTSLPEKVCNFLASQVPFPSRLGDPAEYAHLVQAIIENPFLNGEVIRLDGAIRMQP
#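 20 nM HADH2 + cpd, 15 min RT; add 1 mM NAD+/90 uM beta-hydroxybutyryl-CoA; kinetic fluorescence 360/450 nm, 4 min. Tris-HCl pH 9.0, 0.01% Tween-20.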
# Luciferase inh: firefly luciferase inhibition; P08659; purified firefly luciferase, luminescence, 8 min; Potency, µM (top dose mostly 57.1 µM), for inactives: at the top dose activity change, negative = inhibition, actives largely listed as inhibitors; hit rate 2.2% among 72,000; AID 411; also: potency is read from the fitted curve at half-maximal effect; % is scaled to controls: 0 for no effect and ±100 for the full control effect; nearly all actives have a fitted effect of over 40% in size
# Target sequence (P08659 whole entry, looked up): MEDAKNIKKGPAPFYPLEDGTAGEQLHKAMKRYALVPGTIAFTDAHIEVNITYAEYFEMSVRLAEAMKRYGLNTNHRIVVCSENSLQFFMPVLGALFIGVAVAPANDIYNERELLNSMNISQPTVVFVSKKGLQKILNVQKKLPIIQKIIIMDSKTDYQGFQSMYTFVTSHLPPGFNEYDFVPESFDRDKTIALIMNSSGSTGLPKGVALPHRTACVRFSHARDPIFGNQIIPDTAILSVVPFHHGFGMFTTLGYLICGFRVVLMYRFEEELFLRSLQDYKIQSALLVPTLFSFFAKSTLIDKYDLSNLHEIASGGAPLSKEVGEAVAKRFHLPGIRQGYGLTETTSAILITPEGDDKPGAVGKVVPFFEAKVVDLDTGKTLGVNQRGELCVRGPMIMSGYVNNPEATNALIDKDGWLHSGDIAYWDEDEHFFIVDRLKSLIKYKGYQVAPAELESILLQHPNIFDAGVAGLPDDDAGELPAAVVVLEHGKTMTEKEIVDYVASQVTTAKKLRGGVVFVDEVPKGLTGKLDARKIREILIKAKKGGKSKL
#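 Compounds were tested as concentration series (qHTS) against purified P. pyralis luciferase with luciferin and 10 uM ATP in 50 mM imidazole pH 7.2, 50 mM KCl, 7 mM MgCl2, 0.01% Tween 20, 0.05% BSA. Luminescence was read after 8 min at ambient temperature.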
# Texas Red fluor: compounds fluorescent in Texas Red spectral region; Compound fluorescence, Texas Red channel, 547/618 nm; stronger effect = higher value; hit rate 0.06% among 59,000; max dye-equivalent concentration, M; in the data active = max dye-equivalent concentration above about 10 nM; inconclusive = between about 1.1 nM and that limit
#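 Compound fluorescence was read after 15 min at room temperature in 100 mM Tris, pH 8.0, using 547 nm excitation and 618 nm emission across a concentration series. It was expressed as Texas Red dye-equivalent concentration from an on-plate standard curve.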
# Tau fil binding: tau filament binding; recombinant tau filaments, thioflavin S fluorescence, 15 h; filaments grown with octadecylsulfate alongside compound; Potency, µM (highest dose often 57.1 µM), without a hit: top-dose activity change, negative = inhibition; hit rate 2% among 71,000; AID 596;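 also: potency is read from the fitted curve at half-maximal effect; % is scaled to controls: 0 for no effect and ±100 for the full control effect; actives lower thioflavin S fluorescence by blocking filaments or displacing dye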
#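 Tau 2 uM in ThS buffer dispensed; compound added; 60 uM ODS added (finals 1 uM tau, 30 uM ODS); 15 h 37 C; fluor ex450/em510.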
# Pol III holo inh: inhibitors of bacterial DNA polymerase III holoenzyme; Potency, µM (doses to about 57.1 µM), without a hit: at the highest dose activity change, negative = inhibition; hit rate 0.25% among 71,000; reconstituted DNA polymerase III holoenzyme replication, biochemical; also: potency is read from the fitted curve at half-maximal effect; % is scaled to controls: 0 for no effect and ±100 for the full control effect
#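 Reconstituted *E. coli* holoenzyme (0.35 nM Pol III, 1 nM beta, 154 nM SSB, 2 nM primase) was preincubated with compound for 15 min at RT. Synthesis on 1.4 nM ssM13Gori ran 35 min, then was stopped with PicoGreen/EDTA and read as dsDNA fluorescence.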
# CRE-bla Fsk: modulators of forskolin-stimulated CRE signaling in CHO cells. CHO CRE-bla reporter (cAMP response element driving beta-lactamase), forskolin EC10, beta-lactamase ratio. hit rate 2.5% among 71,000. Potency, µM (top dose mostly 38.2 µM), for the others: at the top dose activity change, negative = inhibition, actives largely listed as activators; active = well fitted activation curve with a large enough effect in the signal ratio, with a control signal flat, not every such curve was filed as active; inconclusive = small, poorly fitted or top-dose-only effect, or effect the other way, or a change in a side signal; the % refers to the signal ratio; also: potency is read from the fitted curve at half-maximal effect; % of control where 0% means no effect
#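 Reporter-gene assay: CHO cells with beta-lactamase behind cAMP responsive elements, co-treated with compound and EC10 NKH 477 for 3 hours at 37 degrees Celsius. Activity came from the 460/530 nm CCF4 emission ratio.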
# Active calls of the source: *; i = inactive; ? = inconclusive; nt = not tested or not shown; [ ] = dose if it differs, or a comment. Unless noted, calls follow the shape of the dose curve; as a rule, active = well fitted curve in the direction sought with a large enough effect; inconclusive = small, poorly fitted or top-dose-only effect, or another doubt; inactive = no such curve, though single readings can be large; an effect the other way counts as inactive or inconclusive. These rows are one share of the data; the hit share may differ from the screen's.
SMILES,Hsp90 Hop PPI,ERK AVP block,Rhodamine autofl,HBB splice mod,ALOX15 inhib,HADH2 inh,Luciferase inh,Texas Red fluor,Tau fil binding,Pol III holo inh,CRE-bla Fsk
O=C(COC(=O)c1n[nH]c2ccccc12)Nc1ccc(S(=O)(=O)N2CCCC2)cc1,-1%,-6%,i,-0.3%[57.5 µM],-6%,4%,2%,i,30%,-3%,-2%
COc1ccc(Cn2nnc3c(=O)[nH]c(C4CCCN(C(=O)c5ccccc5)C4)nc32)cc1 (stereo not given),-5%[2.3 µM],-27%,nt,-0.4%,0%,-6%,5%,nt,10%,-3%,?
CC(=O)NC(Cc1ccc(F)cc1)C(=O)O (stereo not given),-2%,10%,i,6.3%,11%,4%,1%,i,-2%,6%,?
Nc1cc(=O)[nH]c(SCC(=O)Nc2ccc(Br)cc2)n1,-2%,-10%,i,-1.5%,-4%,-1%,5%,?,?,3%,?
Cc1cccn2c(=O)c3cc(C(=O)NCc4cccnc4)c(=N)n(C(C)C)c3nc12,-6%,-9%,i,-0.8%,-6%,?,3%,?,388%,-7%,13µM*
O=C(C1COc2ccccc2O1)N1CCN(c2ccc(F)cc2)CC1 (stereo not given),-5%,-24%,i,-0.1%,2%,8%,-1%,i,4%,-1%,3%
COC(=O)Cn1c(CCS(=O)(=O)c2ccc(C)c(C)c2)nc2ccccc21,-4%,-14%,i,-1.1%,9%,21%,-1%,i,-13%,1%,5%
Cc1cc(C)nc(SCC(=O)Nc2ccc(S(=O)(=O)Nc3onc(C)c3C)cc2)n1,2%,0%,nt,0.2%,5%,-3%,-2%,nt,-5%,3%,1%
COc1ccc(N2CCN(Cc3nc4c(c(=O)n(C)c(=O)n4C)n3Cc3ccccc3C)CC2)cc1,-3%,nt,nt,-0.7%,?,-30%,2%,nt,18%,-6%,?
O=C1c2ccccc2C(Nc2ccc(Cl)cn2)N1c1ccccn1 (stereo not given),-2%[2.3 µM],-16%,nt,-2.0%,-5%,-2%,1%,nt,-16%,1%,6%
CCc1ccc(NC(=O)C2CC(=O)N=C(N)S2)cc1 (stereo not given),-4%,-2%,i,-0.5%,16%,14%,0%,i,-6%,0%,-26%
N#CC1=C(N)C(C#N)(C#N)[C@H](c2ccncc2)[C@H]2CC3(CC=C12)OCCO3,-3%,-4%,i,-0.8%[57.5 µM],3%,9%,1%,?,10%,1%,-12%
N#CCCn1c(=O)c(-c2ccc(F)cc2)nc2cnc(Oc3ccccc3)nc21,-6%,2%,i,1.7%,5%,-1%,1%[11.4 µM],?,260%,-11%,?
O=C(COc1ncnc2ccccc12)c1ccc2c(c1)OCCO2,0%,-5%,i,-4.4%,-4%,4%,13µM*,i,7%,-5%,?
Cn1cnnc1SCC(=O)n1c2ccccc2c2ccccc21,-4%[11 µM],-11%,nt,-2.2%[0.0738 µM],-7%[11.4 µM],14%[11.4 µM],2%,nt,43%[11.4 µM],0%[11.4 µM],-16%[7.6 µM]
Cc1ccc(-n2[nH]c(C)c(C=Nc3ccc(C)cn3)c2=O)cc1,0%,8%,i,0.5%,9%,6%,-2%,i,-5%,-5%,-3%
CCn1c(SCC(=O)c2cc(C)n(CC3CCCO3)c2C)nc2ccccc21 (stereo not given),-14%,9%,i,-0.1%[57.5 µM],-13%,3%,-9%,i,1%,-2%,?
CC(C)(C)NC(=O)COC(=O)c1ccc(S(=O)(=O)N2CCCCCC2)cc1,-1%,-18%,i,-0.1%[57.5 µM],8%,13%,0%,i,-6%,-6%,-5%
O=C(c1ccc(Cl)cc1)C1CCN(C(=O)NC2CCCCC2)CC1,0%,-25%,i,0.0%[57.5 µM],-3%,8%,1%,i,-6%,2%,-5%
CN(Cc1nc2ccccc2n1C)S(C)(=O)=O,-5%,-9%,i,-3.9%,3%,0%,0%,?,12%,-3%,6%
Cc1ccc2c(c1)CC1(CN2C)C(=O)OC2(CCCCC2)OC1=O,-2%,1%,i,-2.1%[57.5 µM],3%,7%,4%,i,7%,-1%,1%
CC(c1ccccc1)C(CC(=O)O)C(=O)NC1CCCCC1 (stereo not given),2%,nt,nt,0.0%,14%,-8%,-1%,nt,3%,-25%,-5%
Cc1ccc(C(=O)Cn2c3c(sc2=N)CCCC3)cc1,0%,?,nt,nt,?,3%,3%,nt,?,-3%,?
Clc1ccc(-c2nn3c(-c4ccccn4)nnc3s2)c(Cl)c1,-3%,-4%,i,-2.4%[0.369 µM],9%,1%,7%,?,-9%,-4%,-1%
O=C(O)c1cccc(Nc2nc(N3CCOCC3)nc(N3CCOCC3)n2)c1,-2%,-9%,i,0.5%,-8%,-9%,5%,i,8%,-4%,0%
CCNc1ncc2nc(-c3cn(C)c4ccccc34)c(=O)n(Cc3ccc(F)cc3)c2n1,?,-13%,i,?,0%,3%,-1%[11.4 µM],i,216%,-3%,?
COc1ccccc1CN1CC[C@@]2(CCCN(S(C)(=O)=O)C2)C1,-5%,15%,i,-1.2%,-8%,-3%,0%[11.4 µM],i,0%,1%,1%
CC(C)Oc1ccc(C2C(C(=O)c3ccco3)=C(O)C(=O)N2CCCN(C)C)cc1 (stereo not given),1%,3%,i,-0.8%[1.84 µM],9%,-2%,-2%,i,-3%,-3%,18%
O=C(CN1CCN(c2ccccc2)CC1)Nc1cccc(C(F)(F)F)c1,4%,15%,i,-1.9%,6%,18%,1%,i,-13%,-8%,-6%
COC(=O)c1cc2sccc2n1CC(=O)N1CCCc2ccccc21,1%,2%,i,-1.6%,-11%,0%,-1%,i,-15%,-3%,-4%
O=C1CNC(=O)c2c(nc3n2CCC3)N1,2%,0%,i,nt,5%,0%,0%,i,-4%,2%,2%
O=c1c2c3nc4ccccc4nc3n(CCN3CCOCC3)c2ncn1CCN1CCOCC1,-1%,-8%,i,0.5%[57.5 µM],8%,-3%,2%,?,13%,-3%,7%
O=C(O)c1ccc2c(c1)ncn2C1CCCCCC1,-8%,-18%,i,0.3%[0.369 µM],4%,?,0%,i,-5%,-4%,25%
COC(=O)[C@@]1(Cc2ccc(OC)cc2)[C@H]2c3cc(C(=O)N4CCCC4)n(CCc4ccccn4)c3C[C@H]2CN1C(=O)c1ccccc1,-10%,-12%,nt,0.8%,nt,-6%,nt,nt,8%,-4%,?
O=[N+]([O-])c1ccc(S(=O)(=O)Cc2ccccc2)c([N+](=O)[O-])c1,3%[11 µM],?,i,2.5%[9.22 µM],-6%[11.4 µM],-3%[11.4 µM],-5%[11.4 µM],i,-8%[11.4 µM],-7%[11.4 µM],?
CCCN(CCC)C(=O)SCC,-2%,23%,nt,-0.1%,1%,-6%,nt,nt,4%,3%,-1%
COC(=O)CSc1nnc(-c2cccnc2)n1-c1cccc(OC)c1,-4%,?,i,nt,7%,9%,2%,i,-8%,-6%,4%
Cc1ccc(S(=O)(=O)C(C#N)c2nc3ccccc3nc2N2CCCC2)cc1C (stereo not given),-13%,-26%,i,3.4%[57.5 µM],13µM*,?,-3%,i,296%,-2%,?
Cc1c(Cl)cccc1NC(=O)CSCc1cc(=O)[nH][nH]1,-7%,-21%,i,10%,11%,-3%,1%,i,-9%,-2%,-16%
CCn1c(COc2ccc(C)cc2)nnc1SCC(=O)C(C)(C)C,-1%,-12%,i,2.8%[1.84 µM],-10%,-5%,-1%,?,-6%,0%,8%
CC(C)=CCNc1ncnc2nc[nH]c12,-5%[11 µM],-1%[11.5 µM],i,3.7%[9.22 µM],10%[11.4 µM],-5%[11.4 µM],2%[11.4 µM],i,4%[11.4 µM],-5%[11.4 µM],0%[7.6 µM]
O=C(CSc1ccccc1)Nc1cccnc1,-2%,-5%,i,-3.2%,8%,3%,0%,i,-1%,-4%,-3%
CC1=C(C)CS(=O)N(c2ccc(S(N)(=O)=O)cc2)C1 (stereo not given),-2%,38%[activator],i,-0.7%,-13%,?,-4%,i,24%,-1%,?
COc1ccccc1CNc1nc(-c2ccc3c(c2)OCO3)nc2ccccc12,14%,?,i,0.7%,-16%,?,-3%[2.29 µM],i,136%,16%,9%
COc1ccc(CN2CCN(C(=O)c3ccco3)CC2)cc1OCc1ccccc1,-4%,-28%,nt,-1.0%[9.22 µM],-4%,-12%,1%,nt,-6%,-7%,-8%
